Screens from PubChem.
STAT1 activator = activators of IFN-gamma induced STAT1 signaling | NIH 3T3 STAT1-luciferase reporter, luminescence; 100% = IFN-gamma alone, no compound | activation (% of control), % at 5.5 µM | hit rate 2.6% among 200,000 | AID 932;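 active = activation above the screen-wide mean activation plus 3 SD, cut at about 130% in these data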;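 also: raw ratio to IFN-gamma control signal so 100% means no change and 0% no light; values of inactives mirror those of a sister screen read the other way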
APP transl inh = APP translation inhibition; SH-SY5Y APP 5'UTR-luciferase reporter, luminescence; AID 1285; inhibition, % at 2 µM; hit rate 0.82% among 190,000;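 active = inhibition above a set limit, derived from the sample mean plus 3 SD, cut at about 45% in these data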; also: values of inactives mirror those of a sister screen read the other way
FLuc inhib CS = inhibits firefly luciferase, flagging false hits in luciferase inhibition screens; P08659; ATPLite firefly luciferase biochemical luminescence, 10 min; inhibition, % at 10 µM; hit rate 1.5% among 200,000;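 active = inhibition above about 50% when tested at 10 µM, limit read from the data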
Target sequence (P08659 whole entry, looked up): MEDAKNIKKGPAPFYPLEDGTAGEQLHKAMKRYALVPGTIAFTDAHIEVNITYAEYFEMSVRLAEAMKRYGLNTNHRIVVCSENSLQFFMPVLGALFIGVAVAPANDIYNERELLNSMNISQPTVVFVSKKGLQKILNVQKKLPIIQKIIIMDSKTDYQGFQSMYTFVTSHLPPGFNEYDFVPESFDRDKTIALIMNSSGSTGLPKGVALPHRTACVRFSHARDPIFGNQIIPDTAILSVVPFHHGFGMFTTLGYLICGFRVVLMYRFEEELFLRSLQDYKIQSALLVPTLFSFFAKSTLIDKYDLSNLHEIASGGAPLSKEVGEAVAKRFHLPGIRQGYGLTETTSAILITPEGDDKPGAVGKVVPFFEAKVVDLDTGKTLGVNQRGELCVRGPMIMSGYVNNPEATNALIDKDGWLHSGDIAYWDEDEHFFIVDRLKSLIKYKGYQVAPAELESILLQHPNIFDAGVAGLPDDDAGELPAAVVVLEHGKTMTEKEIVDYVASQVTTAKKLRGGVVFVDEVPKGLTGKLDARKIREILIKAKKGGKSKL
G6PDH CS = counter-screen for G6PDH assay hits: L. mesenteroides G6PDH inhibition. inhibition, % at 5 µM. Purified L. mesenteroides G6PDH, diaphorase/resazurin coupled fluorescence, 45 min. hit rate 0.12% among 200,000; in the data active = inhibition above about 50%
Diaphorase inh = inhibits diaphorase or chemically oxidizes, flagging diaphorase assay artifacts; diaphorase resazurin-to-resorufin fluorescence, NADH, 16 min; bacterial (C. kluyveri) enzyme, not human; hit rate 0.69% among 190,000; inhibition, % at 20 µM;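 active = primary screen inhibition at 20 µM above a set limit, cut at about 50% in these data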;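 also: plate controls were DMSO with full reaction for no effect and wells lacking NADH for full effect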
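Detection: fluorescence of resorufin formed from resazurin, Ex 544/Em 590 nm; test system: Clostridium kluyveri diaphorase enzyme; amount: 0.14 U/mL diaphorase, enzyme working solution; times: 16-min room-temperature incubation before reading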
NF-kB expr up = NF-kB expression increase, human neuronal cells | AID 1239 | fold change at 12.5 µM | hit rate 1.6% among 190,000 | NF-kB reporter expression; hits give high values; in the data active = fold change above about 3.3
Diaphorase act = activates diaphorase or chemically reduces, flagging diaphorase assay artifacts; Diaphorase/resazurin coupled assay, resorufin fluorescence, 16 min; hits give high values; 1 = vehicle wells, 0 = NADH-free wells; activation factor at 20 µM; hit rate 0.005% among 190,000;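 active = diaphorase activity raised at least twofold by the compound at 20 µM; inactive = activation factor below 2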
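System – purified diaphorase enzyme from Clostridium kluyveri · Input – enzyme 0.07 U/mL final · Also added – final NADH 0.114 mM, resazurin 0.1 mM · Measured by – fluorescence of resorufin, 544 nm excitation, 590 nm emission · Timing – 16 min enzyme reaction, ambient temperature · Measure – resorufin increase flagging diaphorase activators or reducers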
TLR4 MyD88 comp = inhibitors of human TLR4-MyD88 binding | hit rate 0.18% among 200,000 | HeLa CL3-4 TLR4/MyD88 BLA complementation, FRET ratio | inhibition, % at 8.4 µM; in the data active = inhibition above about 25%;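 also: 0% = vehicle and 100% = reference inhibitor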
APP 5'UTR act = APP 5'UTR luciferase reporter activation; activation, % at 2 µM; AID 1276; hit rate 1% among 190,000; SH-SY5Y APP 5'UTR luciferase reporter, luminescence; zero percent = DMSO vehicle wells;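 active = activation above a set limit, based on mean plus 3 SD of controls, cut at about 140% in these data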; also: values of inactives mirror those of a sister screen read the other way
FLuc act counter = affects firefly luciferase, flagging false hits in luciferase stimulation screens. P08659. ATPlite luciferase biochemical, luminescence, 10 min; 0 = ATP-free wells, 1 = DMSO control. activation factor at 10 µM. 200,000 tested, under 10 active;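 active = luciferase activation factor, scaled between plate controls, of at least 2 with compound at 10 µM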
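Material: Luciferase/luciferin reagent mix; Doses: test compounds dosed from 2 mM stocks in 100% DMSO; Schedule: 10 min incubation after luciferase reagent addition, room temperature; Measured by: luminescence from luciferase reaction; Read-out: luminescence gain marking luciferase activators.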
Active calls of the source: *.

A first look (2 entries):
Screening COc1ccc(C2CC(=O)N(C)c3ccccc3S2)cc1OC (centres undefined) returned STAT1 activator 90.5, APP transl inh -33.0, FLuc inhib CS 0.6, G6PDH CS -4.6, Diaphorase inh 18.0, NF-kB expr up 1.45, Diaphorase act 0.8, TLR4 MyD88 comp 5.1, APP 5'UTR act 33.0 and FLuc act counter 1.
`O=C(c1ccco1)N1CCN(S(=O)(=O)c2ccc(Oc3ccccc3)cc2)CC1` gave STAT1 activator 94.0, APP transl inh -15.7, FLuc inhib CS -7.3, G6PDH CS -17.7, Diaphorase inh 18.2, NF-kB expr up 0.99, Diaphorase act 0.8, TLR4 MyD88 comp 0.3, APP 5'UTR act 15.7 and FLuc act counter 1.1.

All compounds of this part, previewed entries included:
Screening COc1ccc(C2CC(=O)N(C)c3ccccc3S2)cc1OC (centres undefined) returned STAT1 activator 90.5, APP transl inh -33.0, FLuc inhib CS 0.6, G6PDH CS -4.6, Diaphorase inh 18.0, NF-kB expr up 1.45, Diaphorase act 0.8, TLR4 MyD88 comp 5.1, APP 5'UTR act 33.0 and FLuc act counter 1.
`O=C(c1ccco1)N1CCN(S(=O)(=O)c2ccc(Oc3ccccc3)cc2)CC1` gave STAT1 activator 94.0, APP transl inh -15.7, FLuc inhib CS -7.3, G6PDH CS -17.7, Diaphorase inh 18.2, NF-kB expr up 0.99, Diaphorase act 0.8, TLR4 MyD88 comp 0.3, APP 5'UTR act 15.7 and FLuc act counter 1.1.
COc1ccc(C(=O)COc2ccc(F)cc2)c(O)c1C was read as STAT1 activator 106.8, APP transl inh -8.9, FLuc inhib CS -4.7, G6PDH CS 4.4, Diaphorase inh 6.4, NF-kB expr up 1.22, Diaphorase act 0.9, TLR4 MyD88 comp 0.2, APP 5'UTR act 8.9 and FLuc act counter 1.
O=C(O)CCC(=O)c1cccc2ccccc12 was read as STAT1 activator 92.8, APP transl inh -23.0, FLuc inhib CS 1.8, G6PDH CS -7.0, Diaphorase inh 14.0, NF-kB expr up 1.21, Diaphorase act 0.9, TLR4 MyD88 comp 9.9, APP 5'UTR act 52.6 and FLuc act counter 1.
`CSc1ccc(/C=C(\C(=O)O)c2ccc(S(=O)(=O)N3CCCCC3)s2)cc1` gave STAT1 activator 96.7, APP transl inh 9.6, FLuc inhib CS -16.2, G6PDH CS -7.9, Diaphorase inh 16.7, NF-kB expr up 1.09, Diaphorase act 0.8, TLR4 MyD88 comp 2.8, APP 5'UTR act -9.6 and FLuc act counter 1.2.
`CN(C)c1ccc(C(=O)OCC(=O)NC2CCCCC2)cc1` gave STAT1 activator 103.9, APP transl inh 13.2, FLuc inhib CS -4.0, G6PDH CS -10.2, Diaphorase inh -1.2, NF-kB expr up 1.15, Diaphorase act 1, TLR4 MyD88 comp 0.3, APP 5'UTR act -13.2 and FLuc act counter 1.
For CC(C)CNC(=O)CSc1nnc(-c2cccc(S(=O)(=O)N3CCCCC3)c2)o1 the results were STAT1 activator 94.7, APP transl inh -6.9, FLuc inhib CS 3.8, G6PDH CS 27.7, Diaphorase inh -0.1, NF-kB expr up 1.27, Diaphorase act 1, TLR4 MyD88 comp 2.7, APP 5'UTR act 6.9 and FLuc act counter 1.
Screening O=C(c1cc2cc(Br)cc(Br)c2oc1=O)N1CCCc2ccccc21 returned STAT1 activator 98.7, APP transl inh -5.7, FLuc inhib CS 0.3, G6PDH CS 8.9, Diaphorase inh -14.3, NF-kB expr up 1.13, Diaphorase act 1.1, TLR4 MyD88 comp 8.8, APP 5'UTR act 5.7 and FLuc act counter 1.
`COc1ccc(/C=C2\SC(=N)N(c3nccs3)C2=O)cc1OC` gave STAT1 activator 97.0, APP transl inh 21.6, FLuc inhib CS 77.3*, G6PDH CS -58.4, Diaphorase inh 23.2, NF-kB expr up 1.24, Diaphorase act 0.8, TLR4 MyD88 comp -6.9, APP 5'UTR act -21.6 and FLuc act counter 0.2.
`C/C(=N\NS(C)(=O)=O)c1ccccc1` gave STAT1 activator 96.8, APP transl inh -2.4, FLuc inhib CS -8.2, G6PDH CS -1.0, Diaphorase inh 5.9, NF-kB expr up 1.15, Diaphorase act 0.9, TLR4 MyD88 comp 3.9, APP 5'UTR act 2.4 and FLuc act counter 1.1.
Screening COCC(=O)N(CCc1ccc(OC)cc1)Cc1nc2ccccc2c(=O)[nH]1 returned STAT1 activator 94.6, FLuc inhib CS -9.5, G6PDH CS -3.4, Diaphorase inh 3.7, NF-kB expr up 0.99, Diaphorase act 1, TLR4 MyD88 comp -6.5 and FLuc act counter 1.1.
For COc1cc2c(cc1C=O)OC(C)C2 (centres undefined) the results were STAT1 activator 91.0, APP transl inh -12.8, FLuc inhib CS -2.7, G6PDH CS 2.9, Diaphorase inh 4.3, NF-kB expr up 2.09, Diaphorase act 1, TLR4 MyD88 comp -6.4, APP 5'UTR act 12.8 and FLuc act counter 1.
`CCOC(=O)CCc1c(C)nc2cc(-c3ccc(Cl)cc3)[nH]n2c1=O` gave STAT1 activator 98.2, APP transl inh 10.9, FLuc inhib CS 1.2, G6PDH CS -2.4, Diaphorase inh -0.3, NF-kB expr up 1.09, Diaphorase act 1, TLR4 MyD88 comp 7.9, APP 5'UTR act -10.9 and FLuc act counter 1.
`CC(=O)Cn1c2ccccc2n2nc(CCC(=O)O)c(=O)nc12` gave STAT1 activator 107.2, APP transl inh 11.9, FLuc inhib CS -7.9, G6PDH CS 4.8, Diaphorase inh 20.3, NF-kB expr up 1.04, Diaphorase act 0.8, TLR4 MyD88 comp -4.3, APP 5'UTR act -11.9 and FLuc act counter 1.1.
O=C(CSc1nnc(-c2ccccc2)o1)Nn1cnnc1 was read as STAT1 activator 94.9, APP transl inh -2.5, FLuc inhib CS -3.7, G6PDH CS 2.8, Diaphorase inh 5.9, NF-kB expr up 0.93, Diaphorase act 0.9, TLR4 MyD88 comp -4.0, APP 5'UTR act 2.5 and FLuc act counter 1.
Screening CC1CCN(c2ccc(NC(=O)Cc3ccccc3)cc2)CC1 returned STAT1 activator 141.5*, APP transl inh -48.9, FLuc inhib CS -1.0, G6PDH CS 10.6, Diaphorase inh 14.4, NF-kB expr up 1.13, Diaphorase act 0.9, TLR4 MyD88 comp -7.6, APP 5'UTR act 48.9 and FLuc act counter 1.
CCOc1ccc(S(=O)(=O)NCc2ccccc2Cl)cc1C(N)=O was read as STAT1 activator 94.2, APP transl inh -11.6, FLuc inhib CS -6.4, G6PDH CS 8.9, Diaphorase inh -21.8, NF-kB expr up 0.95, Diaphorase act 1.2, TLR4 MyD88 comp -3.9, APP 5'UTR act 11.6 and FLuc act counter 1.1.
`Cc1c(C(=O)O)c(=S)sn1CCOc1ccccc1` gave STAT1 activator 103.3, APP transl inh 7.3, FLuc inhib CS -2.2, G6PDH CS 6.4, Diaphorase inh 33.7, NF-kB expr up 1.15, Diaphorase act 0.7, TLR4 MyD88 comp 9.6, APP 5'UTR act -7.3 and FLuc act counter 1.
For Cc1cc(C)cc(NC(=S)NCc2cccs2)c1 the results were STAT1 activator 96.5, APP transl inh -3.6, FLuc inhib CS -5.6, G6PDH CS 5.9, Diaphorase inh 13.5, NF-kB expr up 1.11, Diaphorase act 0.9, TLR4 MyD88 comp 6.0, APP 5'UTR act 3.6 and FLuc act counter 1.1.
O=C(NC1CCCc2ccccc21)c1cncc(Br)c1 (centres undefined) was read as STAT1 activator 103.0, APP transl inh 9.2, FLuc inhib CS -1.7, G6PDH CS 3.9, Diaphorase inh 9.2, NF-kB expr up 1.25, Diaphorase act 0.9, TLR4 MyD88 comp 14.1, APP 5'UTR act -9.2 and FLuc act counter 1.
CCOc1ccc(C(=O)COC(=O)CC)cc1 was read as STAT1 activator 103.6, APP transl inh -10.6, FLuc inhib CS 56.0*, G6PDH CS 20.7, Diaphorase inh 12.1, NF-kB expr up 1.25, Diaphorase act 0.9, TLR4 MyD88 comp -7.8, APP 5'UTR act 10.6 and FLuc act counter 0.4.
`COc1ccccc1Oc1c(C)oc2c(CN(C)C)c(O)ccc2c1=O` gave STAT1 activator 94.2, APP transl inh -5.8, FLuc inhib CS -6.6, G6PDH CS -12.3, Diaphorase inh 11.5, NF-kB expr up 1.12, Diaphorase act 0.9, TLR4 MyD88 comp 0.2, APP 5'UTR act 5.8 and FLuc act counter 1.1.
Screening Cc1ccc(-n2c(C)cc(/C=N/NC(=O)c3ccc(CN4CCOCC4)cc3)c2C)cc1 returned STAT1 activator 102.3, APP transl inh -3.2, FLuc inhib CS 8.1, G6PDH CS 1.8, Diaphorase inh 1.1, NF-kB expr up 1.29, Diaphorase act 1, TLR4 MyD88 comp -3.8, APP 5'UTR act 3.2 and FLuc act counter 0.9.
`CSc1ccc(/C=C/C(=O)NC(=O)c2ccccc2O)cc1` gave STAT1 activator 95.7, APP transl inh -89.0, FLuc inhib CS 86.2*, G6PDH CS 12.7, Diaphorase inh 19.2, NF-kB expr up 3.69*, Diaphorase act 0.8, TLR4 MyD88 comp -3.8, APP 5'UTR act 89.0 and FLuc act counter 0.1.
For Cc1c(C(=O)Nc2ccc(N3CCOCC3)cc2)cccc1[N+](=O)[O-] the results were STAT1 activator 95.3, APP transl inh 4.4, FLuc inhib CS -5.5, G6PDH CS 8.4, Diaphorase inh 0.6, NF-kB expr up 0.94, Diaphorase act 1, TLR4 MyD88 comp 3.0, APP 5'UTR act -4.4 and FLuc act counter 1.1.
Screening Cc1ccc(OCC(=O)NCCO)c(Br)c1 returned STAT1 activator 101.4, APP transl inh -16.6, FLuc inhib CS -1.6, G6PDH CS 10.2, Diaphorase inh 11.6, NF-kB expr up 1.37, Diaphorase act 0.9, TLR4 MyD88 comp -3.3, APP 5'UTR act 16.6 and FLuc act counter 1.
Screening O=C(CNS(=O)(=O)c1ccc(F)cc1)N1CCN(c2ccccc2)CC1 returned STAT1 activator 91.1, APP transl inh -17.7, FLuc inhib CS 0.8, G6PDH CS 8.5, Diaphorase inh -2.1, NF-kB expr up 1.46, Diaphorase act 1, TLR4 MyD88 comp -0.1, APP 5'UTR act 17.7 and FLuc act counter 1.
For CN(C)C(CNC(=O)CCCOc1ccccc1)c1ccco1 (centres undefined) the results were STAT1 activator 99.0, APP transl inh 8.3, FLuc inhib CS -1.1, G6PDH CS 5.1, Diaphorase inh 9.6, NF-kB expr up 1.12, Diaphorase act 0.9, TLR4 MyD88 comp -10.0, APP 5'UTR act -8.3 and FLuc act counter 1.
CCCNC(=O)NCCc1c(C)[nH]c2ccccc12 was read as STAT1 activator 99.3, APP transl inh 7.7, FLuc inhib CS -7.6, G6PDH CS -2.3, Diaphorase inh 18.0, NF-kB expr up 1.06, Diaphorase act 0.8, TLR4 MyD88 comp -6.6, APP 5'UTR act -7.7 and FLuc act counter 1.1.
CCOC(=O)c1c(-c2ccc(C)cc2)csc1NC(=O)c1ccc(N2C(=O)CCC2=O)cc1 was read as STAT1 activator 100.0, APP transl inh -2.9, FLuc inhib CS -0.5, G6PDH CS -6.6, Diaphorase inh 23.5, NF-kB expr up 1.34, Diaphorase act 0.8, TLR4 MyD88 comp -16.6, APP 5'UTR act 2.9 and FLuc act counter 1.
`O=C(NCCCN1CCCCC1)c1ccc2c(c1)NC(=O)C(N1CCOCC1)S2` (centres undefined) gave STAT1 activator 108.0, APP transl inh 14.9, FLuc inhib CS -4.5, G6PDH CS 1.2, Diaphorase inh 9.2, NF-kB expr up 0.95, Diaphorase act 0.9, TLR4 MyD88 comp 7.0, APP 5'UTR act -14.9 and FLuc act counter 1.
